# Source: PubChem BioAssay
# Rat MKP-3 inhibitors – MKP-3 phosphatase inhibitors, primary screen, biochemical, rat enzyme, in vitro (AID 425). recombinant MKP-3 phosphatase activity, fluorescence; higher % means a stronger effect. actives 0.17% (n = 110,000). inhibition, % at 20 µM; hits with a dose series show IC50 in µM; in the data active = inhibition above about 50%;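 note: plate controls were vehicle for no effect and reference inhibitor for full effect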
# Hsp70 displacement – Hsp70 inhibitors, probe displacement, primary screen, biochemical, fluorescence polarization (AID 583). Hsp70 fluorescence polarization probe displacement, mP; higher % means a stronger effect. displacement, % at 20 µM, or IC50 in µM where a hit was titrated. actives 0.06% (n = 140,000); in the data active = displacement above about 50%;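 note: plate controls were vehicle for no effect and reference ligand for full effect; a part of the inactive calls stands beside numbers as strong as those of hits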
# An asterisk follows results filed as active; / = not tested or not shown; & = joins results of further samples.
mol	Rat MKP-3 inhibitors	Hsp70 displacement
COc1ccc2c(c1)[nH]c1c(=O)n(CC3CCCO3)cnc12 (stereo not drawn)	0.1%	/
Oc1ccc(C(c2nnnn2C2CCCC2)N2CCc3ccccc3C2)cc1 (stereo not drawn)	-6.8%	-1.1%
Cn1c(=O)[nH]c(=O)c2c1nc(NCCc1ccccc1)n2CC(O)COc1ccccc1 (stereo not drawn)	-2.3%	4.3%
Cc1ccc(S(=O)(=O)NCCN2CCOCC2)cc1C	-1.9%	0.4%
Cc1ccc(C2SCC(=O)N2Cc2cn3ccsc3n2)o1 (stereo not drawn)	-19.4%	2.3%
COC(=O)CCC/C=C1/SCC(NC(=O)c2ccccc2)C1=O (stereo not drawn)	/	0.4%
COC(=O)CC(NC(=O)c1ccc(C)cc1)c1ccccc1 (stereo not drawn)	/	-2.6%
CN(C)c1nc(Oc2ccc(=O)[nH]n2)nc(N2CCCCC2)n1	-0.1%	3.1%
COC(=O)c1ccc(/C=C2\C(=O)NC(=O)N(c3cccc(Br)c3)C2=O)cc1	2.3%	-3.0%
Cc1ccc(C(=O)Nc2ccc(N(C)C)cc2)o1	1.1%	2.0%

# A different layout for 5 compounds above:
# Below each compound – Rat MKP-3 inhibitors	Hsp70 displacement
> COc1ccc2c(c1)[nH]c1c(=O)n(CC3CCCO3)cnc12 (stereo not drawn)
    0.1%	/
> Oc1ccc(C(c2nnnn2C2CCCC2)N2CCc3ccccc3C2)cc1 (stereo not drawn)
    -6.8%	-1.1%
> Cn1c(=O)[nH]c(=O)c2c1nc(NCCc1ccccc1)n2CC(O)COc1ccccc1 (stereo not drawn)
    -2.3%	4.3%
> Cc1ccc(S(=O)(=O)NCCN2CCOCC2)cc1C
    -1.9%	0.4%
> Cc1ccc(C2SCC(=O)N2Cc2cn3ccsc3n2)o1 (stereo not drawn)
    -19.4%	2.3%

# Continuation:
mol	Rat MKP-3 inhibitors	Hsp70 displacement
COc1ccc(-c2nn(C)c(=O)c3ccccc23)cc1CNC(=O)c1ccco1	/	-4.5%
CC1CC(NC(=O)CCn2c(=O)oc3ccccc32)CC(C)(C)C1 (stereo not drawn)	-6.3%	-2.7%
Oc1ccc(Br)cc1-c1cc(-c2ccco2)[nH]n1	/	-2.6%
CN(C)c1ccc(C2/C(=C(\O)c3ccccc3)C(=O)C(=O)N2CCCCCC(=O)O)cc1 (stereo not drawn)	0.0%	-7.5%
COC(=O)NC1(C(F)(F)F)C(=O)NC(C)=C1C(=O)OC (stereo not drawn)	-8.9%	3.9%
O=C(NC(=S)Nc1ccc(Cl)cc1)c1ccccc1	2.5%	-0.6%
O=C(Nc1cc(C(F)(F)F)ccc1N1CCOCC1)c1ccc(Cl)c([N+](=O)[O-])c1	0.4%	-0.4%
O=C1C2=C(NC(=S)NC2c2ccc([N+](=O)[O-])cc2)c2ccccc21 (stereo not drawn)	0.4%	1.9%
O=[N+]([O-])c1ccc(NCCNCCO)cc1	1.3%	-2.4%
Cc1ccc(SCc2cn3c(C)csc3n2)cc1	-1.4%	1.1%
Cc1cnc(C(=O)Nc2ccccc2C(=O)N2CCOCC2)cn1	-10.3%	1.6%
Cc1cc(Cl)ccc1OCC(=O)NCCOc1nc(N2CCCCC2)nc(N2CCOCC2)n1	/	0.6%
O=C(NCc1ccccc1)c1ccc2c(c1)OCCO2	-5.9%&-1.5%	1.2%&-0.1%
COCCCNC(=O)c1ccc(NS(C)(=O)=O)cc1	1.3%	-3.6%
CCn1c2ccc(C(C)=O)cc2c2cc(C(C)=O)ccc21	0.5%	-0.6%
Cc1c(C(=O)N2CCN(c3ccc(C(F)(F)F)cn3)CC2)oc2ccccc12	2.2%	1.8%
Cc1occc1C(=O)N1CCN(C(c2ccccc2)c2ccccc2)CC1	3.4%	1.8%
CCOC(=O)C1=C(C)OC(N)=C(C(=O)OCC)C1c1cccnc1 (stereo not drawn)	-2.3%	1.6%
O=S(=O)(NCc1ccc(F)cc1)c1cccc(S(=O)(=O)N2CCOCC2)c1	/	-1.8%
COc1cc(OC)c(OC)cc1/C=N/N(C)c1ccccc1	/	3.1%
COc1ccc(-c2csc(N(CC3CCCO3)C(=O)c3ccco3)n2)cc1 (stereo not drawn)	-0.5%	1.7%
O=C(NCCCc1ccccc1)c1ccccc1	2.5%	-0.4%&-3.4%
CCCOc1cc(CN2CCCCC2)cc(C(C)=O)c1	2.1%	5.9%
CCC1=NN2C(=N)/C(=C/c3ccc(-c4ccc([N+](=O)[O-])cc4OC)o3)C(=O)N=C2S1	-5.3%	0.8%
O=C1c2ccccc2C(Nc2ccc3c(c2)OCCO3)N1Cc1ccco1 (stereo not drawn)	-9.4%	-3.2%
CCN(CC)C(=O)CN(c1cc(Cl)cc(Cl)c1)S(C)(=O)=O	3.5%	-6.0%
CC(Sc1nnnn1C)C(=O)Nc1ccc(N2CCOCC2)cc1 (stereo not drawn)	2.6%	-4.2%
C=CCn1c(SCc2nc(N)nc(N3CCCCC3)n2)nnc1-c1ccco1	2.2%	0.9%
O=C(Cc1ccccc1)Nc1ccc(OC(F)(F)F)cc1	2.7%	1.1%
C=CCn1c(N)c(-c2nc3ccccc3[nH]2)sc1=S	-1.4%	1.0%
Cc1cc(N2CCC(C(=O)N3CCN(c4cccc(C)c4C)CC3)CC2)n2ncnc2n1	-2.1%	7.3%
Cc1cc(NC(=O)Cn2c(=O)c3c(ncn3CC(C)C)n(Cc3ccccc3)c2=O)no1	-7.7%	2.6%
Cc1ccn2cc(CNS(=O)(=O)c3ccc4c(c3)OCCO4)nc2c1	-2.2%	1.2%
O=[N+]([O-])c1cc(-n2ncnc2-c2ccc(Br)cc2)ccc1Cl	2.0%	-5.6%
O=C(O)CC1(c2ccccc2)C(=O)c2ccccc2C1=O	-9.3%	0.8%
O=[N+]([O-])c1ccccc1S(=O)(=O)Nc1ccc2c(c1)OCCO2	4.7%	0.1%
CC(=O)c1c(C)[nH]c(C(=O)NC2CCCCC2)c1C	0.0%	13.3%
COc1cccc(NC(=O)COC(=O)c2nc3nccc(C)n3n2)c1	/	-4.9%
Cc1ccccc1NC(=O)NCCN1C(=O)C2C3C=CC(C3)C2C1=O (stereo not drawn)	-3.1%	0.5%
COc1cccc(Nc2ncccc2C(=O)NCc2ccccc2)c1	6.9%	34.9%
COC(=O)c1ccccc1NC(=O)COc1ccc(S(=O)(=O)N2CCCC2)cc1C	6.6%	-0.4%
Oc1ccccc1/C=N/Nc1nc2ccccc2s1	0.9%	-0.2%
O=C(Cn1cnc2ccccc21)OCC(=O)N1CCCc2ccccc21	-8.9%	0.7%
O=c1[nH]cc(N=Cc2ccc(Cl)cc2)c(=O)[nH]1	0.9%	2.6%
COC(=O)c1ccc(C(=O)OC)nc1	-3.2%	2.0%
CCC(=O)c1cn(CC(=O)NCC2CCCO2)c2ccccc12 (stereo not drawn)	6.8%	5.8%
CCOc1ccccc1NC(=O)C1CCN(S(=O)(=O)c2c(C)nn(C)c2C)CC1	0.2%	0.7%
N#Cc1ccc(CSc2nnc(-c3ccccn3)n2-c2ccc(Cl)cc2)cc1	-4.7%	-6.9%
CCCCn1c(=N)n(CC(=O)C(C)(C)C)c2ccccc21	0.9%	2.2%
O=C1OC(c2ccccc2)=C/C1=C\c1c(Cl)cccc1Cl	2.3%	-4.6%

# Other results
mol	Rat MKP-3 inhibitors	Hsp70 displacement
O=C(COC(=O)CCC(=O)c1ccc(F)cc1)Nc1ccc(N2CCOCC2)cc1	-8.9%	-2.5%
C=CCn1c(O)c(C2=c3cc(Cl)ccc3=NC2=O)sc1=S	7.0%	-4.3%
COc1ccc(C2C3=C(CC(c4ccccc4)CC3=O)Nc3ccccc3N2C(=O)C(C)C)cc1OC (stereo not drawn)	2.9%	2.1%
Cc1ccc(-n2ncc3c(=O)n(Cc4cccnc4)cnc32)cc1	-10.1%	1.8%
COc1ccc(N2C(=O)C3CCCN3C2c2cccc(OC)c2OC)cc1 (stereo not drawn)	-7.5%	3.1%
CN1C(=O)CS(=O)c2ccc(C(=O)NC3CC3)cc21 (stereo not drawn)	2.7%	-3.5%
Cc1ccc(-n2c(SCC(=O)N3CCOCC3)nnc2-c2ccncc2)cc1	-6.1%	-3.9%
Cc1cc(OCC(=O)Nc2ccc3c(c2)OCCO3)ccc1Cl	-3.1%	2.1%
CC(C)(C)C(=O)NCCN1CCN(C(=O)C(C)(C)C)CC1	/	-0.7%
CC(C)n1c(NCc2cc(Cl)ccc2O)nc2ccccc21	-6.2%	-7.6%
Cc1ccccc1C(=O)Nc1sc2c(c1C(=O)N1CCN(C)CC1)CCCCC2	2.3%	-2.7%
COc1cc(NC(=O)c2cccc([N+](=O)[O-])c2C)cc(OC)c1	2.5%	-5.2%
COc1ccccc1NC(=O)c1cccs1	-9.1%	1.1%
CCOC(=O)N1CCC(N2CC34C=CC(O3)C(C(=O)Nc3ccc(C)cc3)C4C2=O)CC1 (stereo not drawn)	1.5%	1.8%
O=C(Nc1nc2ccc([N+](=O)[O-])cc2s1)c1cc(Cl)cc(Cl)c1	-1.4%	3.7%
CCn1cc(C(=O)NC2CC3CCC2C3)c(=O)c2ccc(C)nc21 (stereo not drawn)	-6.7%	-3.1%
CS(=O)(=O)N(CC(=O)Nc1ccccc1)c1ccc(Br)cc1	0.6%	9.9%
Cc1cc2c(=O)n(CC(=O)N3CCN(c4ccccc4)CC3)cnc2s1	-11.0%	6.0%
O=C(O)CCCCCNc1nc(=S)[nH]c2ccccc12	3.8%	4.3%
COc1ccc(-c2nnc(-c3cc4ccccc4oc3=O)o2)cc1	/	7.7%

# The list goes on, starting with the last 3 of the part before.
mol	Rat MKP-3 inhibitors	Hsp70 displacement
Cc1cc2c(=O)n(CC(=O)N3CCN(c4ccccc4)CC3)cnc2s1	-11.0%	6.0%
O=C(O)CCCCCNc1nc(=S)[nH]c2ccccc12	3.8%	4.3%
COc1ccc(-c2nnc(-c3cc4ccccc4oc3=O)o2)cc1	/	7.7%
O=C(Nc1ccccc1[N+](=O)[O-])c1ccc(-c2ccccc2)cc1	1.7%	0.2%
Cc1ccc(C(=O)Oc2ccc(Br)cc2C(=S)N2CCOCC2)cc1	-1.9%	3.8%
Nc1nnc(SCC(=O)c2ccc(-c3ccccc3)cc2)s1	3.1%	-1.3%
O=C(C(NS(=O)(=O)c1cccs1)c1ccccc1)N1CCN(c2ccccc2)CC1 (stereo not drawn)	0.9%	1.5%
CCOc1ccccc1N(CC(=O)NCCOC)S(=O)(=O)c1ccccc1	1.3%	-2.1%
Cc1cc2ccccc2n1CCNC(=O)C1CC1	2.2%	/
COc1ccc(CNC(=O)C(=O)NCc2ccccc2)cc1	0.3%	-0.8%
O=S(=O)(NCc1ccccc1Cl)c1cnc[nH]1	6.0%	1.0%
O=C(O)C(Cc1ccccc1)n1cccc1 (stereo not drawn)	2.2%	-3.0%
CCOC(=O)Nc1nnc(-c2ccc(OC)c(OC)c2)s1	7.2%	-4.9%
Cc1cc(C(F)(F)F)c2c(=O)[nH]c(=O)n(Cc3ccccc3)c2n1	-1.0%	1.6%
COC(=O)C1=C(CN2CCSCC2)NC(=O)NC1c1cc(C)ccc1C (stereo not drawn)	-8.6%	0.6%
COC(=O)C1C(=O)C2=C(CC1C)NC(C)=C(C(=O)OCCOc1ccccc1)C2c1ccc(C)o1 (stereo not drawn)	-0.7%	4.2%
CCn1c(SCC(=O)N2CCN(c3ccccc3)CC2)nnc1-c1ccncc1	/	-2.8%
Cn1c(=O)c2c(SCC(=O)N3CCC(Cc4ccccc4)CC3)nc(C3CC3)nc2n(C)c1=O	-4.5%	-5.1%
CCOC(=O)Cn1c(=N)n(Cc2ccccc2Cl)c2ccccc21	1.7%	3.7%
O=C(Nc1cc(C(F)(F)F)cc(C(F)(F)F)c1)c1ccc(Br)o1	1.8%	1.8%
Fc1ccc(NC(=S)NCCC2=CCCCC2)cc1	4.0%	1.2%
CCOc1cc(-c2nnc(-c3ccc(Br)o3)o2)cc(OCC)c1OCC	1.2%	0.1%
COc1ccccc1CNC(=O)CCN1C(=O)COc2ccccc21	-2.5%	2.0%
N#CC1=C(N)Oc2n[nH]c(CSc3ccccc3)c2C12C(=O)Nc1ccccc12 (stereo not drawn)	-11.0%	3.4%
Cc1ccc(/C=C/C(=O)Nc2ccc(Cl)cc2Cl)o1	3.5%	-0.5%
CCOC(=O)c1cnc(SCC(=O)Nc2cc(C(F)(F)F)ccc2N2CCOCC2)nc1N	0.1%	1.5%
CCC(C)C(NC(=O)OC(C)(C)C)C(=O)NC(C(=O)N1CCCC1C(N)=O)C(C)CC (stereo not drawn)	-11.5%	-4.1%
COC(=O)c1ccc(Cl)c(NC(=O)CN2CCN(Cc3ccccc3)CC2)c1	-15.4%	-1.9%
O=C(Nc1ccc(Cl)cc1)C(c1ccccc1)N(CCO)CCO (stereo not drawn)	2.8%	13.4%
CCOC(=O)c1cnc2ccc(Cl)cc2c1NCCN(C)C	/	-2.1%
Cc1ccc(C(=O)COC(=O)c2cnccn2)cc1	-0.3%	0.5%
CC(C)(C)N1C(=O)c2ccc(C(=O)Nc3c[nH]c(=O)[nH]c3=O)cc2C1=O	3.9%	-5.7%
O=C(N/N=C/c1cccs1)C(O)c1ccccc1 (stereo not drawn)	-0.1%	2.6%
CCOC(=O)c1c(NC(=O)COc2ccccc2)sc(C(=O)Nc2cc(C(F)(F)F)ccc2Cl)c1C	3.3%	-6.0%
COc1ccccc1N1CCN(c2cc(=O)n(Cc3ccc(F)cc3)c(=O)[nH]2)CC1	14.3%	-0.9%

# Some of the compounds tested; rates above refer to the full screens.
